A350 fluor = A350 region autofluorescence; Compound autofluorescence, 340/450 nm, Alexa 350 dye-equivalents; stronger effect = higher value; max dye-equivalent concentration, M; 11% of 59,000 active; AID 590
4MU fluor = compounds fluorescent in 4-MU spectral region; compound autofluorescence, 340/450 nm, 4-MU equivalents; stronger effect = higher value; max dye-equivalent concentration, M; 11% of 59,000 active
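Compounds in 100 mM Tris, pH 8.0, incubated 15 min at room temperature, then fluorescence read at 340 nm excitation/450 nm emission. Signal converted to 4-MU dye-equivalent concentration using an on-plate six-point 4-MU standard curve.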
GFP derepression = epigenetic modulators derepressing GFP locus in mouse cells | mouse C127i GFP locus derepression, cytometry, 30 h | Potency, µM (titrated, usually from 46.1 µM), for inactives: top-dose GFP derepression (activation) | 0.09% of 68,000 active | AID 597; active = well fitted curve in the direction sought with a large enough effect; inconclusive = small, poorly fitted or top-dose-only effect; note: % of control where 0% means no effect
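Murine C127i mammary cells carrying a silenced, stably integrated CMV-driven GFP reporter were treated with compound for 30 hours at 37 C. After PBS washes, GFP-positive cells were counted by laser-scanning microplate cytometry.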
* marks the source's active call; other numbers are inactive results; i = inactive; u = inconclusive; [ ] = another dose, or the depositor's remark. Cut-off read from the data, not from the text of the source, unless noted: active = max dye-equivalent concentration above about 10 nM; inconclusive = mostly about 1.1 nM to 9.6 nM; inactive = weaker than that. Not all compounds are listed; count on the stated rates, not on these rows.

SMILES | A350 fluor | 4MU fluor | GFP derepression
O=C(Oc1oc(-c2ccco2)nc1C=Nc1ccccc1)c1ccoc1 | u | u | 10%[20.6 µM]
CC1(C)Cc2c(sc3nc4n(c(=N)c23)CCC4)CO1 | i | i | 3%[20.6 µM]
Nc1cccc(C(=O)O)c1 | i | i | -4%[20.6 µM]
COC(=O)c1ccc(OC(=O)c2ccc(OC)c(OC)c2)c(OC)c1 | i | i | -3%[20.6 µM]
CCCc1cc(=O)oc2c(CN3CCN(C)CC3)c(O)c(Cl)cc12 | 1.4e-05M* | 1.3e-05M* | 2%[20.6 µM]
CC1(C)Cc2c(C#N)c(N3CCN(C(=O)c4ccccc4)CC3)nc(-c3ccco3)c2CS1 | 1.6e-08M* | 1.3e-08M* | 0%[20.6 µM]
Cc1c(C)c2cc(Cl)c(O)c(CN3CCCCC3)c2oc1=O | 1.2e-05M* | 1e-05M* | -2%[20.6 µM]
COC(=O)c1ccc(CSc2nc(N3CCOCC3)c3c(c2C#N)CC(C)(C)OC3)o1 | i | i | 0%[20.6 µM]
Cc1[nH]nc2cn[nH]c12 | i | i | 0%[20.6 µM]
Cc1cc(O)c(C(C)C)cc1N=C1CSC(=O)N1 | u | i | -5%[20.6 µM]
Cc1nc(-c2coc3cc(OCC(=O)O)ccc3c2=O)cs1 | u | u | -3%[20.6 µM]
Cc1ccc2nc(C(F)(F)F)c(C#N)c(N)c2c1 | i | i | -5%[20.6 µM]
COc1cc([C@@H]2[C@H]3CN(C)CC=C3C(C#N)=C(N)C2(C#N)C#N)cc2c1OCO2 | 1.3e-07M* | 1.2e-07M* | 2%[20.6 µM]
COC(=O)[C@H]1CCCN1C(=O)Nc1cccc(Oc2c(F)c(F)c(F)c(F)c2F)c1 | i | i | -4%[20.6 µM]
O=C(c1ccc(F)cc1)N1CCC(N2CCCCCC2)CC1 | i | i | 2%[20.6 µM]
CCOC(=O)c1sc(-n2[nH]c(C)cc2=O)nc1C | i | i | 7%[20.6 µM]
O=P(Cc1nnco1)(c1ccccc1)c1ccccc1 | i | i | 0%[20.6 µM]
COc1cccc(-c2nn3c(-c4ccccn4)nnc3s2)c1 | i | i | -2%[20.6 µM]
COc1cccc(OC)c1C(=O)N1CCN(S(=O)(=O)c2ccc(C)cc2)CC1 | i | i | -4%[20.6 µM]
CCOC(=O)c1[nH]c2cc3c(cc2c1NC(=O)CN1CCc2ccccc2C1)OCO3 | 4e-08M* | 3.7e-08M* | 4%[20.6 µM]
CCOC(=O)c1c(C)n(C)c2ccc(OC)c(NC(=O)CN3CCC4(CC3)OCCO4)c12 | i | i | 2%[20.6 µM]
CC1(C)Cc2c(C#N)c(SCC(=O)c3ccccc3)nc(N3CCOCC3)c2CS1 | i | i | 0%[20.6 µM]
CCOC(=O)N1CCN(C(=O)c2cn(CC)c3cc(N4CCN(C)CC4)c(F)cc3c2=O)CC1 | u | u | 4%[20.6 µM]
CN(C)CCCN(CCCNC(=O)/C=N/O)Cc1ccccc1 | i | i | -3%[20.6 µM]
COc1ccc(CCn2c(=N)c(C#N)cc3c(=O)n4ccccc4nc32)cc1 | 3.1e-08M* | 2.8e-08M* | 2%[20.6 µM]

(list continues)
SMILES | A350 fluor | 4MU fluor | GFP derepression
COCCn1c(N)c(C(=O)NCC2CCCO2)c2nc3ccccc3nc21 (stereo unspecified) | 2.6e-06M* | 2.3e-06M* | -1%[20.6 µM]
CC(C)(S)[C@@H](N)C(=O)O | i | i | -6%[20.6 µM]
CCOC(=O)NC1(C(F)(F)F)C(=O)NC(C)=C1C#N (stereo unspecified) | i | i | 0%[20.6 µM]
CC(C)(C)NC(=O)/C=N/O | i | i | -2%[20.6 µM]
CO[C@H]1C=CO[C@@]2(C)Oc3c(C)c(O)c4c(O)c(c(C=NN5CCN(C)CC5)c(O)c4c3C2=O)NC(=O)C(C)=CC=C[C@H](C)[C@H](O)[C@@H](C)[C@@H](O)[C@@H](C)[C@H](OC(C)=O)[C@@H]1C | i | i | 2%[20.6 µM]
CC1N(O)C(c2ccc(Cl)cc2Cl)N(O)C1(C)C (stereo unspecified) | i | i | -1%[20.6 µM]
CC(C)Cn1nc(NC(=O)C(C)(C)C)c2cc3ccccc3nc21 | 2.3e-08M* | 2e-08M* | 0%[20.6 µM]
CCOC(=O)C1CCCN(c2nc3ccccc3nc2C(C#N)C(=O)OCCOC)C1 (stereo unspecified) | 4.3e-08M* | 3.5e-08M* | -1%[20.6 µM]
CCOC(=O)CSc1nc2sc3c(c2c(=O)[nH]1)CC(C)(C)OC3 | u | u | -4%[20.6 µM]
CCCNC(=O)N(C)c1nncnc1C(=O)NC | i | i | 2%[20.6 µM]
O=C(Oc1ccccc1N1C(=O)CCC1=O)c1ccco1 | i | i | 2%[20.6 µM]
O=c1oc2c3c4c(cc2c(C(F)(F)F)c1CCN1CCOCC1)CCCN4CCC3 | u | u | -3%[20.6 µM]
Cc1cc(=O)oc(C)c1C(=O)NCC(C)NC(=O)c1c(C)cc(=O)oc1C (stereo unspecified) | i | i | 4%[20.6 µM]
CCCn1nnc(NC(=O)c2cc(Br)cc(Br)c2OC)n1 | u | u | 0%[20.6 µM]
COc1ccccc1N(O)C1CC(=O)N(c2ccc(F)cc2)C1=O (stereo unspecified) | i | i | 6%[20.6 µM]
N#CCSc1nc2c(cc1C#N)CCCCCC2 | u | u | -4%[20.6 µM]
COc1ccc(OC)c(C2/C(=C(/O)c3cnn(-c4ccccc4)c3C)C(=O)C(=O)N2CCN(C)C)c1 (stereo unspecified) | i | i | -2%[20.6 µM]
COCc1[nH]nc2c1C(c1cccc(OC)c1)C(C#N)=C(N)O2 (stereo unspecified) | i | i | 5%[20.6 µM]
CCOC(=O)CCC(=O)O[C@H]1[C@H](O[C@@H]2[C@@H](C)[C@H](O[C@H]3C[C@@](C)(OC)[C@@H](O)[C@H](C)O3)[C@@H](C)C(=O)O[C@H](CC)[C@@](C)(O)[C@H](O)[C@@H](C)C(=O)[C@H](C)C[C@@]2(C)O)O[C@H](C)C[C@@H]1N(C)C | u | i | -4%[20.6 µM]
Cc1cc(C)n(Cc2cc(C)c(Cn3nc(C)cc3C)cc2C)n1 | i | i | 0%[20.6 µM]
O=C(NCC(F)(F)F)N1CCOCC1 | i | i | 2%[20.6 µM]
C=C(c1ccc(OCCO)cc1)c1ccc(OCCO)cc1 | 8e-07M* | 6.8e-07M* | -4%[20.6 µM]
CC1(C)CC(NC(=O)C23CCC(C)(/C(=N/O)C2)C3(C)C)CC(C)(C)N1 (stereo unspecified) | i | i | -2%[20.6 µM]
Cc1coc2c(O)cc3c(c12)OC1(N2CCCCC2)C(=O)NCCCC31 (stereo unspecified) | u | u | 6%[20.6 µM]
C=C(Br)Cn1c(CCCC)nc2ccccc21 | i | i | -5%[20.6 µM]

An excerpt of these results, as comma-separated lines:
compound,A350 fluor,4MU fluor,GFP derepression
COCCn1c(N)c(C(=O)NCC2CCCO2)c2nc3ccccc3nc21 (stereo unspecified),2.6e-06M*,2.3e-06M*,-1%[20.6 µM]
CC(C)(S)[C@@H](N)C(=O)O,i,i,-6%[20.6 µM]
CCOC(=O)NC1(C(F)(F)F)C(=O)NC(C)=C1C#N (stereo unspecified),i,i,0%[20.6 µM]
CC(C)(C)NC(=O)/C=N/O,i,i,-2%[20.6 µM]
CO[C@H]1C=CO[C@@]2(C)Oc3c(C)c(O)c4c(O)c(c(C=NN5CCN(C)CC5)c(O)c4c3C2=O)NC(=O)C(C)=CC=C[C@H](C)[C@H](O)[C@@H](C)[C@@H](O)[C@@H](C)[C@H](OC(C)=O)[C@@H]1C,i,i,2%[20.6 µM]
CC1N(O)C(c2ccc(Cl)cc2Cl)N(O)C1(C)C (stereo unspecified),i,i,-1%[20.6 µM]
CC(C)Cn1nc(NC(=O)C(C)(C)C)c2cc3ccccc3nc21,2.3e-08M*,2e-08M*,0%[20.6 µM]
CCOC(=O)C1CCCN(c2nc3ccccc3nc2C(C#N)C(=O)OCCOC)C1 (stereo unspecified),4.3e-08M*,3.5e-08M*,-1%[20.6 µM]
CCOC(=O)CSc1nc2sc3c(c2c(=O)[nH]1)CC(C)(C)OC3,u,u,-4%[20.6 µM]
CCCNC(=O)N(C)c1nncnc1C(=O)NC,i,i,2%[20.6 µM]
O=C(Oc1ccccc1N1C(=O)CCC1=O)c1ccco1,i,i,2%[20.6 µM]
O=c1oc2c3c4c(cc2c(C(F)(F)F)c1CCN1CCOCC1)CCCN4CCC3,u,u,-3%[20.6 µM]
Cc1cc(=O)oc(C)c1C(=O)NCC(C)NC(=O)c1c(C)cc(=O)oc1C (stereo unspecified),i,i,4%[20.6 µM]

(next part)
SMILES | A350 fluor | 4MU fluor | GFP derepression
O=C1C(=O)N(CCCn2ccnc2)C(c2ccccn2)/C1=C(/O)c1ccccc1 (stereo unspecified) | i | i | 2%[20.6 µM]
CCCn1nc(Oc2nc(SC)nc(N(C)C)n2)ccc1=O | i | i | -2%[20.6 µM]
CN1CCN(c2nc3c(c(=O)n(C)c(=O)n3C)n2Cc2cccc3ccccc23)CC1 | 1.5e-08M* | 2.1e-08M* | 2%[20.6 µM]
CC1(C)S[C@@H]2[C@H](NC(=O)C(C(=O)O)c3ccccc3)C(=O)N2[C@H]1C(=O)O (stereo partly specified) | u | i | 4%[20.6 µM]
Cc1cc(=O)[nH]c(COc2ccccc2)n1 | i | i | -3%[20.6 µM]
O=C1c2ccccc2C(=O)N1c1ncccn1 | i | i | 0%[20.6 µM]
CC(C)OC(=O)[C@H]1[C@H](c2ccc(Cl)cc2)[C@@](C#N)(C(N)=O)[C@@H]2C=CC(C(N)=O)=CN21 | u | u | 0%[20.6 µM]
COc1ccc(OC)c2c(N)c(C#N)c(C(F)(F)C(F)(F)F)nc12 | 1.5e-07M* | 1.4e-07M* | 2%[20.6 µM]
COCCOC(=O)c1c(C)nc(SCC(=O)Nc2ccc(OC)cc2)c(C#N)c1-c1ccco1 | u | i | -9%[20.6 µM]
CCCCn1c(-c2ccc(Cl)cc2)nc2c(=O)n(C)c(=O)[nH]c21 | i | i | u
CCOC(=O)c1c(C)n(C)c2ccc(OC)c(NC(=O)CN3CCCCC3)c12 | i | i | -4%[20.6 µM]
COc1ccc(Nc2cc(C)nc3ccccc23)cc1 | i | i | 2%[20.6 µM]
CCOC(=O)C1=C(N)c2ccccc2CC1C(C)C (stereo unspecified) | 2.8e-08M* | 2.7e-08M* | 0%[20.6 µM]
CCOC(=O)c1ccc(NC(=O)COc2ccccc2OC)cc1 | i | i | 2%[20.6 µM]
Clc1ccc(-c2nnc3sc(Cc4cccs4)nn23)c(Cl)c1 | i | i | 2%[20.6 µM]
O=C(Nn1cnnc1)C(c1ccccc1)c1ccccc1 | i | i | 0%[20.6 µM]
Oc1ccc(C=Nc2ccc3ncccc3c2)c(O)c1 | 1e-08M* | u | -3%[20.6 µM]
COC(=O)c1cc(Br)c(=O)n(-c2cc(C)on2)c1 | i | i | 2%[20.6 µM]
N/C(CCN1CCCCC1)=N/O | i | i | 8%[20.6 µM]
COc1cccc(-c2nc(NCC3CCCO3)c3ccccc3n2)c1O (stereo unspecified) | i | i | -4%[20.6 µM]
Cn1c(NCCN2CCCCC2)cc(=O)n(C)c1=O | 1.4e-08M* | 1.1e-08M* | -3%[20.6 µM]
COC(=O)c1sccc1NC(=O)c1c(C)cc(=O)oc1C | i | i | -4%[20.6 µM]
Cc1cc(C)n(CC(=O)c2ccccc2)c(=O)c1C#N | i | i | -1%[20.6 µM]
N#CC12CCCCC1CC1CCCCC1(C#N)N2Cc1ccccn1 (stereo unspecified) | 3.6e-06M* | 3.2e-06M* | 0%[20.6 µM]
Clc1ccc(-c2nn3c(-c4cccc(Cl)c4)nnc3s2)cc1 | i | i | -4%[20.6 µM]

(further entries)
SMILES | A350 fluor | 4MU fluor | GFP derepression
CC(=O)[C@H]1CC[C@H]2[C@@H]3CCC4=CC(=O)CC[C@]4(C)[C@H]3[C@H](O)C[C@]12C | i | i | -2%[20.6 µM]
O=C1CCc2nc3ccccc3c(=O)n2N1 | i | i | 0%[20.6 µM]
CC(NC(=O)OC(C)(C)C)C(=O)Oc1ccc2ccc(=O)oc2c1 (stereo unspecified) | 2.9e-06M* | 2.4e-06M* | -3%[20.6 µM]
Cc1ccc2c(c1)C(CCN)C(=O)N2Cc1ccccc1 (stereo unspecified) | i | i | 2%[20.6 µM]
CSc1nc2[nH]c3c(c2c2nncn12)CC(C)(C)OC3 | u | u | 0%[20.6 µM]
CCc1nc(N2CCCC2)c(C#N)c2c1CCCC2 | 1.8e-07M* | 1.7e-07M* | 0%[20.6 µM]
CCOC(=O)c1c(C)n(C)c2ccc(OC)c(NC(=O)CCN3CCSCC3)c12 | i | i | -6%[20.6 µM]
COc1ccc2cnn(-c3ccccc3C)c(=O)c2c1OC | i | i | -3%[20.6 µM]
OC1(c2cccc(C(F)(F)F)c2)CCN(c2ncnc3c2[nH]c2ccccc23)CC1 | u | u | 0%[20.6 µM]
Cc1cccc(N2C(=O)CC(N3CCN(Cc4ccc(Cl)cc4)CC3)C2=O)c1 (stereo unspecified) | i | i | -7%[20.6 µM]
